# Menin MLL FP TR: qHTS Assay for Inhibitors Targeting the Menin-MLL Interaction in MLL Related Leukemias: Competition With Texas Red Labeled MLL-derived Mutant Peptide | O00255 | Menin + Texas Red MLL mutant peptide, fluorescence polarization | Potency, µM (titrated, usually from 61.6 µM), for inactives: at the highest dose FP activity change, negative = inhibition, actives largely listed as inhibitors | 0.23% of 270,000 active | AID 1768, 2009; active means well fitted inhibition curve with a large enough effect in the polarisation, with a control signal flat, not every such curve was filed as active; inconclusive means small, poorly fitted or top-dose-only effect, or effect the other way, or a change in a side signal; inactive means no such curve, though single readings can be large or run the other way; the % refers to the polarisation; further: potency means the concentration at half of the fitted maximal effect; % of control where 0% means no effect; many of its hits are not listed in these tables
# ELG1 DNA repair: qHTS screen for small molecules that inhibit ELG1-dependent DNA repair in human embryonic kidney (HEK293T) cells expressing luciferase-tagged ELG1; HEK293T ELG1-luciferase reporter, luminescence, 16 h; DNA damage induced by 5-fluorouridine; Potency, µM (doses to about 46.1 µM), without a hit: top-dose activity change, negative = inhibition, actives largely listed as inhibitors; 2.3% of 330,000 active; AID 504467, 2011; further: potency means the concentration at half of the fitted maximal effect; on the % scale 0 is the no-effect control and ±100 the full control effect; nearly all actives have a fitted effect of over 55% in size
#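 HEK293T cells expressing luciferase-tagged ELG1 (2,000/well) received 5-Fluorouridine plus compound or DMSO for 16 hr at 37 °C. Luciferase was read by ONE-Glo luminescence after 30 min at room temperature.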
# KCNH2 3.1 block: qHTS for Inhibitors of KCHN2 3.1: Mutant qHTS | Potassium voltage-gated channel subfamily H member 2, brain isoform KCNH2 3.1 (human) | U2OS KCNH2 3.1, thallium flux FluxOr; stronger effect = lower value | activity change, % (tested at about 1.8 µM) | 0.95% of 340,000 active | AID 720553, 2013;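 active means maximum activity change below -70%; inconclusive means maximum activity change from -70% to -50%; inactive means maximum activity change above -50%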;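 further: thallium influx rate constant from kinetic fluorescence after stimulation buffer; on the % scale 0 is the no-effect control and ±100 the full control effect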
#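 Measured as rate of thallium-driven FluxOr signal in transduced U2OS cells carrying the 3.1 channel, read kinetically for 2 min upon stimulation; values are rate constants scaled to DMSO control wells.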
# Mito fusion yeast: qHTS Assay for Small Molecule Inhibitors of Mitochondrial Division or Activators of Mitochondrial Fusion; S. cerevisiae fusion-defective mutant growth rescue, CellTiterGlo 48 h; Potency, µM (top dose mostly 46.1 µM), inactives show top-dose growth rescue (activation), hits mostly activators; 0.23% of 320,000 active;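 further: potency means the concentration at half of the fitted maximal effect; % of control where 0% means no effect; nearly all actives have a fitted effect of over 45% in size; temperature-sensitive fusion mutants such as fzo1-1 at 37 °C on non-fermentable ethanol glycerol medium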
#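 S. cerevisiae fusion-defective temperature-sensitive mutants (e.g. fzo1-1, mgm1-5) grown 48 h at 37C in YPEG (ethanol/glycerol non-fermentable) medium with 23 nl compound per well; growth rescue read as CellTiterGlo luminescence.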
# MBNL1-CUG inh: qHTS Assay for Inhibitors of MBNL1-poly(CUG) RNA binding | Muscleblind-like protein 1 (Homo sapiens), Q9NR56 | TR-FRET MBNL1-His/biotin-(CUG)12 binding, 665/545 ratio | Potency, µM (titrated, usually from 57.5 µM), for inactives: at the highest dose activity change, negative = inhibition, most hits filed as inhibitors | 0.036% of 280,000 active | AID 2675, 2010; active means well fitted inhibition curve with a large enough effect in the signal ratio, with a control signal flat, not every such curve was filed as active; inconclusive means small, poorly fitted or top-dose-only effect, or effect the other way, or a change in a side signal; inactive means no such curve, though single readings can be large or run the other way; the % refers to the signal ratio; further: potency means the concentration at half of the fitted maximal effect; on the % scale 0 is the no-effect control and ±100 the full control effect
# Target sequence (Q9NR56 whole entry, looked up): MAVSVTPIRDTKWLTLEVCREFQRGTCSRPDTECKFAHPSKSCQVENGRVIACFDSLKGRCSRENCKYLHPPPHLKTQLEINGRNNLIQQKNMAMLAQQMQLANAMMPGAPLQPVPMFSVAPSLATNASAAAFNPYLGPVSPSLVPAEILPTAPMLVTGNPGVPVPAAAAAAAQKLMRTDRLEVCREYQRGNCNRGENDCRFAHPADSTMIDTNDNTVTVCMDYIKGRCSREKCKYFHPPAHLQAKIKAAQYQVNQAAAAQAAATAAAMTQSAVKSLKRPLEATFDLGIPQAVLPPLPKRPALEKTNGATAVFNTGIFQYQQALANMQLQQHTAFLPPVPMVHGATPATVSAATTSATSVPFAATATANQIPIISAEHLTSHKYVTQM
#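 Compound titration spanned 92 nM–58 uM against the MBNL1-His/biotin-(CUG)12 complex. After 60 min at room temperature with 5 nM streptavidin-XL665 and 0.055 ng/ul terbium anti-His, ratiometric 665/545 nm emission (Ex 340 nm) normalized to controls.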
# Rab9 promoter act: qHTS Assay for Rab9 Promoter Activators | Potency, µM (titrated, usually from 9.22 µM), for the others: at the top dose activation, negative = inhibition, most hits filed as activators | Huh7 Rab9 promoter-luciferase reporter, luminescence, 24 h | 2.8% of 320,000 active; further: potency means the concentration at half of the fitted maximal effect; % of control where 0% means no effect; nearly all actives have a fitted effect of over 60% in size
#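 Using Huh7 cells stably transfected with Rab9 promoter–luciferase, compounds were incubated 24 h at 37 °C, 5% CO2; luciferase luminescence was read 10 min after reagent addition.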
# FLuc modulator: qHTS profiling assay for firefly luciferase inhibitor/activator using purifed enzyme and Km concentrations of substrates (counterscreen for miR-21 project) | purified FLuc, Km substrates, luminescence inhibition | 6.9% of 360,000 active | Luciferin 4-monooxygenase (Photinus pyralis), P08659 | Potency, µM (top dose mostly 57.5 µM), inactives show top-dose activity change, negative = inhibition, actives largely listed as inhibitors | AID 588342, 2011;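 further: potency means the concentration at half of the fitted maximal effect; plate controls were vehicle for no effect and reference inhibitor for full effect; nearly all actives have a fitted effect of over 55% in size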
#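 Biochemical qHTS of compounds, final roughly 60 µM downward over six points, against 10 nM purified firefly luciferase using Km concentrations of substrates (10 uM D-luciferin, 10 uM ATP) in Tris acetate pH 7.5 buffer; luminescence output.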
# RORgamma inh: qHTS for inhibitors of ROR gamma transcriptional activity. Drosophila S2 Gal4-RORgamma UAS-luciferase reporter, 20 h. Potency, µM (series often up to 53.6 µM), inactives show top-dose activity change, negative = inhibition, most hits filed as inhibitors. 5.4% of 310,000 active. AID 2551, 2010; further: potency means the concentration at half of the fitted maximal effect; on the % scale 0 is the no-effect control and ±100 the full control effect; nearly all actives have a fitted effect of over 60% in size
# Target sequence (P51450 whole entry, looked up, the tested form may be a part): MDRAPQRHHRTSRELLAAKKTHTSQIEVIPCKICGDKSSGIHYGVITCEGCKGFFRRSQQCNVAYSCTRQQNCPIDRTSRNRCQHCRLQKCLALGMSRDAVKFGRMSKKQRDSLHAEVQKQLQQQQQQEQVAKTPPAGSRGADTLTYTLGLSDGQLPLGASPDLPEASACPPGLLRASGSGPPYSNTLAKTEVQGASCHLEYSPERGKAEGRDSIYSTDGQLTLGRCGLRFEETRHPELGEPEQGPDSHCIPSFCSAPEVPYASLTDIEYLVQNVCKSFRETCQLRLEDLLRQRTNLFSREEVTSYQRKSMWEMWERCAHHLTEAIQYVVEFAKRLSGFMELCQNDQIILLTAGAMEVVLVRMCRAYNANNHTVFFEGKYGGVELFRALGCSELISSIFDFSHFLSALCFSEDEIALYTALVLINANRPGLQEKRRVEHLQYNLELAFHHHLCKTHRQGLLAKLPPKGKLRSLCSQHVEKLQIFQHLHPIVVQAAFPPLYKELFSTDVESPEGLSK
#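 Drosophila Schneider cells stably carrying a metallothionein-driven Gal4 DBD–ROR gamma fusion and a UAS-Photinus luciferase reporter were exposed to compound for 1 hr, then induced with copper sulfate (700 uM final) for 20 hr at ambient temperature before luminescence reading.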
# VP16 counter: VP16 counterscreen qHTS for inhibitors of ROR gamma transcriptional activity | Potency, µM (series often up to 53.6 µM), inactives show at the top dose activity, negative = inhibition, usual class: inhibitors | 3.5% of 310,000 active | Drosophila S2 Gal4-VP16 UAS-luciferase, luminescence, 20 h;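 further: Gal4-VP16 expression switched on by copper sulfate through the metallothionein promoter; potency means the concentration at half of the fitted maximal effect; on the % scale 0 is the no-effect control and ±100 the full control effect; nearly all actives have a fitted effect of over 50% in size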
# NPC1 promoter act: qHTS Assay for NPC1 Promoter Activators; Potency, µM (top dose mostly 9.22 µM), without a hit: at the highest dose activation, usual class: activators; AID 485313, 2010; 2.4% of 320,000 active; Huh7 NPC1 promoter luciferase reporter, 24 h;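 further: potency means the concentration at half of the fitted maximal effect; % of control where 0% means no effect; nearly all actives have a fitted effect of over 60% in size; reporter is driven by a mutant NPC1 promoter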
#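 Compounds in DMSO were transferred onto Huh7 NPC1-luciferase reporter cells pre-incubated 2 h; after 24 h at 37 °C, Amplite reagent was dispensed and luminescence recorded 10 min later.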
# PKM2 act: qHTS Assay for Activators of Human Muscle isoform 2 Pyruvate Kinase; purified PKM2, Kinase-Glo ATP luminescence, activation; response scale: 0% is enzyme alone, no compound; AID 1631, 2009; 0.34% of 260,000 active; Potency, µM (series often up to 57.5 µM), for the others: top-dose activation, hits mostly activators; further: potency means the concentration at half of the fitted maximal effect; on the % scale 0 is the no-effect control and ±100 the full control effect; nearly all actives have a fitted effect of over 55% in size
#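 hPK-M2, >95% pure; 0.1 mM ADP / 0.5 mM PEP final; imidazole pH7.2 buffer w/ 7 mM MgCl2, 50 mM KCl; 1 h RT; Kinase-Glo lum. Intermediate enzyme activity for dual inhibitor/activator qHTS.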
# * marks the source's active call; other numbers are inactive results; ? = inconclusive; . = no result given; & = joins results of further samples; [ ] = dose if it differs, or a comment. Unless noted, the call rests on the fitted dose curve; in most records, active means well fitted curve in the direction sought with a large enough effect; inconclusive means small, poorly fitted or top-dose-only effect, or another doubt; inactive means no such curve, though single readings can be large; an effect the other way counts as inactive or inconclusive.
SMILES,Menin MLL FP TR,ELG1 DNA repair,KCNH2 3.1 block,Mito fusion yeast,MBNL1-CUG inh,Rab9 promoter act,FLuc modulator,RORgamma inh,VP16 counter,NPC1 promoter act,PKM2 act
COC(=O)c1ccc(/C=N/NC(=O)c2cccc(F)c2)cc1,5.5%,?,13.1,-4.8%,?,3.16µM*,-66.1%,34.4%,-14.3%,2µM*,-4.8%
CS(=O)(=O)N1CCN(c2ccc(NC(=S)NC(=O)c3ccc4c(c3)OCO4)cc2)CC1,22.1%,-2.2%,-40.9,3.2%,-2.0%,-3.2%,1.6%,-34.1%,-4.8%,-4.4%,3.3%
C=CCSc1nnc(Cc2cc(=O)[nH]c(=O)[nH]2)n1-c1cc(C)ccc1C,0.4%,5.3%,-5.7,0.3%,-7.5%,2.0%,-6.4%,3.7%,-1.6%,-3.0%,-7.9%
CN(C)C(=O)CN1c2cccc3cccc(c23)S1(=O)=O,-1.6%,0.9%,10.9,2.0%,3.1%,-2.1%[1.84 µM],-1.9%,-2.1%,-5.1%,-0.4%,.
O=C(c1cn(-c2ccccc2)nc1-c1cccnc1)N1CCN(S(=O)(=O)c2cccc(F)c2)CC1,.,?,1.4,1.3%,.,0.8%,-15.3%,.,.,-1.8%,.
N#CCCN(C(=O)CSc1nc2nc(-c3cccs3)cc(C(F)(F)F)c2c(=O)[nH]1)c1ccccc1,.,?,3.6,3.2%,.,-2.1%,-9.8%,-27.2%,-3.5%,2.3%,-2.2%
O=C(Nc1ccccc1N1CCOCC1)c1ccc2c(c1)C(=O)N(Cc1ccncc1)C2=O,-4.6%,0.0%,-0.6,0.0%,?,-0.2%,1.9%,17.6%,-7.4%,-1.2%,3.4%
CC(=O)N1CC(C)Sc2ccc(S(=O)(=O)NCCc3ccc(C)cc3)cc21 (stereo unspecified),.,?,8.4,5.4%,-10.2%,-8.8%,-1.9%,-11.6%,?,-0.1%,.
COc1ccc(NC(=O)c2ccc([N+](=O)[O-])cc2[N+](=O)[O-])c(OC)c1,13.6%,-5.9%,2.6,6.8%,?,-2.1%,-0.2%,-16.1%,-4.6%,2.1%,.
CCOC(=O)C(NC(=O)Nc1ncccn1)(Oc1ccccc1)C(F)(F)F (stereo unspecified),1.9%,0.4%,10.0,-3.2%,-7.0%,-0.1%,-0.1%,-26.0%,3.0%,6.1%,-8.4%
CC(C)N(C(=O)CSc1n[nH]c(=O)n1CCc1ccccc1)C(C)C,?,-10.3%,-1.7,-6.3%,-7.5%,-0.9%,1.4%,25.4%,5.7%,-7.0%,.
CCOC(=O)c1nc(C)n(-c2ccc(Cl)cc2Cl)n1,12.1%,0.9%,2.9,-13.1%,?,-1.9%,-9.9%,-16.9%,-6.9%,-2.5%,-11.0%
COc1ccc(NS(=O)(=O)c2ccc(C)c(C(=O)N(C)Cc3ccc(C)cc3)c2)cc1,.,-22.8%,-11.0,3.8%,.,-2.4%,1.4%,.,.,1.0%,.
Cc1ccc(CN2CC(C(=O)NNC(=O)Cn3ccc(C(F)(F)F)n3)CC2=O)cc1 (stereo unspecified),.,-0.5%,4.6,-1.8%,.,1.2%,4.2%,.,.,-1.8%,.
Cc1cc(NC(=O)c2ccc(C#N)cc2)n(-c2ccccc2)n1,.,-1.5%,22.9,13.4%,.,-0.3%,-0.2%,.,.,3.0%,.
O=S(=O)(NCc1ccccc1F)c1cccc(S(=O)(=O)N2CCOCC2)c1,3.6%,4.3%,28.4,3.6%,2.5%,-2.2%,-2.3%,-1.5%,3.4%,-6.9%,13.8%
c1ccc([C@H]2CC3C[C@@H](c4ccccc4)N2O3)cc1,?,20.1%,-7.4,-2.1%,-6.9%,-0.4%,1.2%,7.3%,-0.4%,-0.1%,11.0%
Cc1cc(F)ccc1S(=O)(=O)N1CCCOC1CNC(=O)C(=O)NCC(C)C (stereo unspecified),.,-1.7%,11.9,5.2%,2.9%,2.2%,1.9%,0.7%,-5.0%,-2.2%,1.7%
COc1ccc(NC(=O)CN(C)CC(=O)Nc2cccc(C(F)(F)F)c2)cc1,13.7%,-9.6%,2.1,0.2%,-10.9%,-0.3%,-7.9%,?,5.2%,-3.0%,-3.7%
COc1ccc(S(=O)(=O)NC(C)C(=O)Nc2cccc(C(C)=O)c2)cc1 (stereo unspecified),-23.8%,4.5%,2.5,8.0%,-4.9%,-4.5%,-0.5%,-6.7%,13.9%,1.7%,13.2%
COC(=O)c1ccnc(/C=N/O)c1,-5.6%,12.4%,7.1,-1.0%,-0.8%,-0.3%,3.2%,-10.1%,-3.3%,-0.9%,-0.1%
CCc1nc(N2CCN(c3nc(C)cc(C)n3)CC2)c2oc3ccccc3c2n1,-23.5%,5.2%,.,-5.6%,-1.7%,1.9%,-1.9%,-11.5%,1.6%,2.0%,-5.0%
CCOc1cc(C)nc(N2CCC(C(=O)Nc3ccccc3OCC)CC2)n1,-7.5%,?,2.6,5.8%,-4.0%,1.7%,5.2%,21.7%,-22.5%,-0.8%,-2.0%
COc1ccc(C(=O)C(CN2CCCC2)c2ccccc2)cc1 (stereo unspecified),1.1%,16.4µM*,9.7,-2.0%,-2.9%,-19.3%,3.9%,?,?,-0.3%,-1.1%
CN(C)c1nc(N)c([N+](=O)[O-])c(NCCO)n1,-8.7%,13.9%,-7.6,-0.9%,?,1.7%,0.1%,-10.2%,-2.5%,-0.3%,-0.7%
Cc1csc(NC(=O)c2ccc(COc3ccccc3)o2)n1,42.0%[activator],?,14.8,17.6%,113.2%[activator],?,16.9µM*,-11.7%,-16.7%,1µM*,-1.9%
CCOc1ccc(OCC)c(NC(=O)CCSCCc2ccccn2)c1,-6.9%,-29.1%,-11.5,-0.8%,-4.1%,-4.3%,-0.3%,0.6%,1.9%,1.0%,-2.6%
CN1C(=O)Cc2cc(S(=O)(=O)N3CCN(c4ccccc4F)CC3)ccc21,-1.9%,-11.3%,0.1,3.0%,-4.5%,-9.9%,-0.5%&4.5%,-3.3%,-5.3%,-4.9%,.
CC(C)N(C(=O)COC(=O)c1ccccc1C(=O)N1CCN(c2ccc(F)cc2)CC1)C(C)C,3.7%,-1.4%,5.4,-0.9%,-4.3%,-10.6%,10.3%,14.0%,-9.6%,-4.5%,0.9%
COc1ccccc1N1CCN(C(=O)C2CCCN(S(=O)(=O)c3ccc4c(c3)CCCN4C(C)=O)C2)CC1 (stereo unspecified),-24.7%,?,25.5,-28.2%,-6.8%,-23.8%,-1.9%&-0.3%,22.7%,7.94µM*,-22.6%,-0.6%
COc1ccc(C(=O)NC2CC2)cc1OC1CCN(Cc2ccc(F)c(F)c2)CC1,.,4.3%,-24.5,2.7%,0.9%,-1.7%,0.8%,-4.1%,-3.8%,-1.2%,.
N/C(=N\OC(=O)CCC1CCCC1)c1cccc([N+](=O)[O-])c1,-7.5%,?,10.0,5.4%,?,1.1%,9.53µM*,?,2.7%,0.9%,2.7%
COc1ccccc1OCCSc1nc(C)c(Cc2ccccc2)c(=O)[nH]1,.,-9.7%,5.9,0.5%,6.1%,-6.8%,0.5%,-21.6%,-2.4%,-3.0%,-0.1%
COc1ccc(N(CC(=O)NCc2ccc(Cl)cc2)S(=O)(=O)c2c(C)nn(C)c2C)cc1,.,1.6%,-18.6,3.7%,-2.3%,-8.8%,0.6%,14.5%,1.8%,0.1%,.

# Compound activity as filed in PubChem BioAssay.

# Not all compounds are listed; count on the stated rates, not on these rows.
